Screens (PubChem BioAssay)
Salmonella PhoP GFP: PhoP regulon inhibitors, Salmonella typhi PhoP promoter GFP reporter, confirmatory (AID 1850). Salmonella Typhi PhoP-promoter GFP reporter, fluorescence, 4 h; higher % means a stronger effect. one-dose inhibition, % at 50 µM; IC50 in µM for titrated hits. actives 0.33% (n = 310,000); in the data active = a potency from the dose series; inconclusive = inhibition mostly from about 25% at the one dose, without a potency; inactive = the rest, 99 in 100 with inhibition below about 19%;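 note: 0% = induced wells with vehicle and 100% = uninduced wells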
influenza NS1A: H1N1 influenza NS1A inhibitors, functional cell based assay (AID 504329); inhibition, % at 12.5 µM, or IC50 in µM where a hit was titrated; actives 0.3% (n = 340,000); NS1A functional cell-based assay, percent inhibition; higher % means a stronger effect; in the data active = a potency from the dose series; inconclusive = inhibition above about 27% without an active follow-up result; note: strong numbers were not always called active
M. tuberculosis HTS: M. tuberculosis growth inhibition, HTS (AID 449762) | M. tuberculosis H37Rv growth inhibition, 7H9 media; higher % means a stronger effect | inhibition, % at 25 µM; hits with a dose series show IC50 in µM | actives 0.59% (n = 330,000); in the data active = a potency from the dose series; inconclusive = inhibition above about 70% without an active follow-up result;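 note: bacterial growth assessed after seven days of incubation; strong numbers were not always called active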
tuberculosis growth: growth inhibition of non-replicating M. tuberculosis (AID 488890); Mycobacterium tuberculosis non-replicating, growth inhibition; higher % means a stronger effect; inhibition, % at 25 µM, or IC50 in µM where a hit was titrated; actives 0.39% (n = 320,000); in the data active = a potency from the dose series; inconclusive = inhibition mostly from about 82% at the one dose, without a potency; inactive = the rest, 99 in 100 with inhibition below about 76%;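 note: plate controls were DMSO cells for no effect and high antibiotic wells for full effect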
VEEV TC-83 Vero: inhibitors of VEEV TC-83 cytopathic effect, confirmation, Vero cells (AID 588727) | inhibition, % at 20 µM, or IC50 in µM where a hit was titrated | Vero cells, VEEV TC-83 cytopathic effect inhibition; higher % means a stronger effect | actives 0.13% (n = 350,000); in the data active = a potency from the dose series; inconclusive = inhibition mostly from about 14% at the one dose, without a potency; inactive = the rest, 99 in 100 with inhibition below about 12%; note: strong numbers were not always called active
VEEV TC-83 Vero 10K pilot screen: recorded beside VEEV TC-83 Vero, whose call it bears; inhibition, %; measured here: 10K pilot screen inhibition
Numbers without * were called inactive; i = inactive; ? = inconclusive; . = no result given.

SMILES	Salmonella PhoP GFP	influenza NS1A	M. tuberculosis HTS	tuberculosis growth	VEEV TC-83 Vero	others
Cc1ccc(CSCC(=O)NCc2cccs2)cc1	-11%	-11%	2%	?	1.7%
CCOC(=O)C1(CCCc2ccccc2)CCN(CCCn2cccn2)CC1	-4%	-2%	4%	-6%	i
Cc1cc(NC(=O)c2ccc(S(=O)(=O)N3CCCC3)cc2)nc2c1c(=O)oc1ccccc12	.	-8%	.	.	1.6%
CN1CCN(NC(=O)CN2C(=O)/C(=C/c3ccccc3Cl)SC2=S)CC1	-7%	31%	0%	-15%	0.7%
Cc1cccc(CSC2=NCCN2C(=O)c2ccco2)c1	-6%	5%	-7%	.	0.8%
CCOC(=O)CN1NC2(CCCCCC2)NC1=S	5%	-16%	-2%	76%	0.5%
COc1ccc(OC)c(S(=O)(=O)Nc2ccc3c(c2)C(=O)OC3)c1	8%	14%	-4%	-7%	0.5%
N#C/C(=C\c1ccc2c(c1)OCCO2)C(=O)NC1CCCCC1	5%	15%	.	41%	0.2%
Cc1ccccc1-c1nc2cc(Cl)ccc2o1	5%	-8%	-8%	9%	8.6%
O=C(CSc1nnnn1C1CCCCC1)NCc1ccco1	3%	-5%	-2%	8%	0.4%
COc1cccc(CNC(=O)C2CCN(S(=O)(=O)N3CCC(C)CC3)CC2)c1	-5%	2%	0%	9%	1.9%
Cc1ccc(C(=O)NCc2occc2C(=O)O)o1	5%	3%	-1%	-18%	2.2%
COC(=O)c1ccc2c(=O)n(Cc3ccco3)c(SCC(=O)Nc3ccc(C)c(Cl)c3)nc2c1	14%	9%	24%	27%	i
COc1cccc(C(=O)Nc2ccc(Oc3cccc(C(F)(F)F)c3)nc2)c1	9%	0%	15%	57%	i
Cc1ccc(CSCC(=O)N2CCN(c3ccc(F)cc3)CC2)cc1	-10%	-6%	1%	-12%	1.4%
CCc1nn(C(C)C(=O)N(C)Cc2ccccc2)c(=O)c2cc3occc3n12 (stereo not drawn)	-1%	2%	1%	-23%	i
CC[C@@]1(C(=O)OC)N[C@H](CN(C)S(=O)(=O)c2ccc(C(F)(F)F)cc2)[C@@H]2C(=O)N(C)C(=O)[C@@H]21	.	-9%	0%	-2%	i
O=C(NC1CCCC1)C(Cc1ccccc1)n1cccc1 (stereo not drawn)	3%	-10%	-5%	3%	0.5%
O=C(CN1C(=O)NC2(CCSC2)C1=O)NCc1ccccc1 (stereo not drawn)	6%	2%	-1%	0%	1.3%
CCOC(=O)Cc1csc(NC(=O)CSc2nnc(-c3ccc(C)cc3)o2)n1	-4%	26%	?	?	2.9%
CC(C)NC(=S)NC(=O)/C=C/c1cccc2ccccc12	1%	1%	17%	10%	0.1%
CCNC(=S)NNC(=O)c1cccs1	-5%	8%	3%	-4%	0.6%	VEEV TC-83 Vero 10K pilot screen=0.3
CCOC(=O)Cc1cc(=O)n2[nH]c(-c3ccc(C)cc3)cc2n1	-3%	4%	-3%	4%	1.7%
CC(=O)c1c(C)[nH]c(C(=O)OCC(=O)NCCC2=CCCCC2)c1C	7%	1%	-1%	5%	i
CCOC(=O)N1CCN(C(=O)COC(=O)Cc2ccc(Cl)cc2)CC1	8%	3%	11%	17%	1.4%
Cc1nc2ccccc2c(=O)n1NC(=O)c1c(O)c2c(n(CC(C)C)c1=O)CCCC2	-7%	-7%	1%	-20%	5.5%
O=C(CCNc1ccc(Cc2ccncc2)cc1)c1ccc([N+](=O)[O-])cc1	-2%	16%	?	?	i
Cc1cccc(N(CC(=O)NC2CCCCC2)C(=O)CCC(=O)Nc2ccccn2)c1	-2%	.	7%	13%	.
COC(=O)N/N=C/c1sc(N2CCCCC2)nc1-c1cccs1	2%	1%	5%	4%	8.6%
OC1(c2nc3ccccc3[nH]2)CCCCC1	2%	-2%	-5%	-9%	0.0%
CC(=O)Nc1ccc(NC(=O)CN2CCN(c3ccccn3)CC2)cc1	1%	-4%	4%	-1%	1.0%
COc1cccc(C(=O)NNC2=CC(=O)CC(C)(C)C2)c1	4%	1%	0%	10%	i	VEEV TC-83 Vero 10K pilot screen=0.5
CCOC(=O)C1=C(N)Oc2cc(O)ccc2C1c1ccc([N+](=O)[O-])cc1 (stereo not drawn)	-21%	5%	3%	20%	6.5%
CCc1nnc(NC(=O)CCS(=O)(=O)Cc2ccccc2)s1	7%	1%	1%	54%	3.3%
COc1ccc(S(=O)(=O)N2CCc3ccccc32)cc1C(=O)N1CCC(C)CC1	.	14%	3%	35%	i
CSCCC(NC(=O)c1ccccc1)C(=O)N1CC=C(c2ccccc2)CC1 (stereo not drawn)	-7%	1%	9%	7%	8.5%
Cc1ccc(N2CC(C(=O)OCC(=O)Nc3cccc(Cl)c3C)CC2=O)cc1 (stereo not drawn)	.	-7%	.	.	1.5%
Cc1ccsc1CNCc1cc(Cl)ccc1O	9%	-1%	7%	24%	0.3%
O=c1[nH]c(=O)c2[nH]c(=O)n(-c3ccccc3)c2[nH]1	.	-3%	.	.	3.6%
CCCNC(=O)CN1C(=O)NC(CC)(c2ccc(F)cc2)C1=O (stereo not drawn)	-8%	-6%	5%	-10%	i

Nothing new here: an excerpt of the list.
SMILES	Salmonella PhoP GFP	influenza NS1A	M. tuberculosis HTS	tuberculosis growth	VEEV TC-83 Vero	others
Cc1ccc(CSCC(=O)NCc2cccs2)cc1	-11%	-11%	2%	?	1.7%
CCOC(=O)C1(CCCc2ccccc2)CCN(CCCn2cccn2)CC1	-4%	-2%	4%	-6%	i
Cc1cc(NC(=O)c2ccc(S(=O)(=O)N3CCCC3)cc2)nc2c1c(=O)oc1ccccc12	.	-8%	.	.	1.6%
CN1CCN(NC(=O)CN2C(=O)/C(=C/c3ccccc3Cl)SC2=S)CC1	-7%	31%	0%	-15%	0.7%
Cc1cccc(CSC2=NCCN2C(=O)c2ccco2)c1	-6%	5%	-7%	.	0.8%
CCOC(=O)CN1NC2(CCCCCC2)NC1=S	5%	-16%	-2%	76%	0.5%
COc1ccc(OC)c(S(=O)(=O)Nc2ccc3c(c2)C(=O)OC3)c1	8%	14%	-4%	-7%	0.5%
N#C/C(=C\c1ccc2c(c1)OCCO2)C(=O)NC1CCCCC1	5%	15%	.	41%	0.2%
Cc1ccccc1-c1nc2cc(Cl)ccc2o1	5%	-8%	-8%	9%	8.6%
O=C(CSc1nnnn1C1CCCCC1)NCc1ccco1	3%	-5%	-2%	8%	0.4%
COc1cccc(CNC(=O)C2CCN(S(=O)(=O)N3CCC(C)CC3)CC2)c1	-5%	2%	0%	9%	1.9%
Cc1ccc(C(=O)NCc2occc2C(=O)O)o1	5%	3%	-1%	-18%	2.2%
COC(=O)c1ccc2c(=O)n(Cc3ccco3)c(SCC(=O)Nc3ccc(C)c(Cl)c3)nc2c1	14%	9%	24%	27%	i
COc1cccc(C(=O)Nc2ccc(Oc3cccc(C(F)(F)F)c3)nc2)c1	9%	0%	15%	57%	i
Cc1ccc(CSCC(=O)N2CCN(c3ccc(F)cc3)CC2)cc1	-10%	-6%	1%	-12%	1.4%

Following part.
SMILES	Salmonella PhoP GFP	influenza NS1A	M. tuberculosis HTS	tuberculosis growth	VEEV TC-83 Vero	others
Cc1cccc(NC(=S)N/N=C/c2cccc([N+](=O)[O-])c2)c1	-8%	15%	5%	-9%	2.5%
Cc1noc(C)c1COC(=O)COc1cccc2c1OC(C)(C)C2	-5%	-5%	7%	.	0.1%
O=C(CN1C(=O)NC2(CCCC2)C1=O)Nc1nc(-c2ccccc2)cs1	7%	-1%	0%	-17%	0.9%
COc1cc(Cl)c(C)cc1NC(=O)c1ccc(NS(=O)(=O)c2ccc(F)c(F)c2)cc1	-9%	-6%	1%	2%	0.7%
O=C(Nc1nnc(SCc2ccc(Cl)cc2Cl)s1)C1COc2ccccc2O1 (stereo not drawn)	-4%	-5%	-1%	28%	2.3%
COc1cccc(C(=O)NC(=O)Nc2cc(C)on2)c1	9%	-2%	-15%	11%	0.5%
C=CC[C@H](CC(=O)OC(C)(C)C)C(=O)OC[C@H]1CCCN1C(=O)[C@@H](CC=C)CC(=O)N(CCO)Cc1ccccc1	.	-6%	-3%	13%	0.6%
O=C(c1ccc(Cl)s1)N1CCCC(N2CCN(c3ccc(F)cc3)CC2)C1 (stereo not drawn)	-2%	0%	11%	27%	0.8%
N#CC(C#N)=Cc1ccccc1OCc1ccccc1	3%	.	11%	14%	.
CCCCC[n+]1ccn(-c2nc3ccccc3nc2[N-]S(=O)(=O)c2ccccc2)c1	6%	0%	7%	0%	i
COc1ccc2cc(C(=O)C3CCCN(C(=O)CSc4nnc(C)o4)C3)ccc2c1 (stereo not drawn)	4%	4%	-3%	42%	i
CCOc1ccc(NC(=O)C2C(c3ccccc3)C2(Cl)Cl)cc1 (stereo not drawn)	-2%	2%	6%	44%	i
O=C(Nc1ccc(NC(=O)c2ccco2)cc1)c1ccc2c(c1)OCCO2	2%	.	2%	-3%	1.7%
O=[N+]([O-])c1ccc(Cl)c(/C=N/N2CCN(Cc3ccccc3Cl)CC2)c1	-5%	8%	1%	11%	2.1%
CN=C(Nc1ccccc1OC)SC1CC(=O)N(c2ccc(C(=O)OC)cc2)C1=O (stereo not drawn)	2%	-2%	4%	17%	1.7%
CC1CN(C(=O)COC(=O)c2ccc(O)cc2)CC(C)O1 (stereo not drawn)	10%	8%	-1%	-17%	0.8%
CN(C)S(=O)(=O)c1ccc(NC(=O)Cc2ccc(S(=O)(=O)N3CCOCC3)s2)cc1	10%	-2%	-1%	-9%	1.3%
O=C(C1CC(=O)N(c2ccc(Cl)cc2)C1)N1CCC(c2nc3ccccc3[nH]2)CC1 (stereo not drawn)	8%	-7%	57%	38%	8.9%
Cc1csc(N)n1	-6%	-6%	1%	-6%	i
COC(=O)Cc1ccc(N(Cc2ccccc2F)S(=O)(=O)c2ccc(Br)cc2)cc1	11%	-9%	3%	10%	0.1%
Cc1cnc(NC(=O)CSc2nnc(C)s2)s1	-5%	-3%	-1%	-2%	1.9%
CCOc1ccccc1/C=C(/NC(=O)c1ccccc1)C(=O)N(CC)CC	-7%	26%	.	-2%	i
Cc1oc2ccc(OC(=O)c3cccs3)cc2c1C(=O)OC(C)C	-8%	9%	?	-4%	0.2%
Cc1ccc(C)c(S(=O)(=O)N2CCN(C(=O)Cc3ccsc3)CC2)c1	-8%	-12%	-7%	-12%	4.5%
CCOc1cccc(C(=O)Nc2ccc3oc(-c4cccnc4)nc3c2)c1	-3%	1%	5%	0%	8.2%
O=C(COc1ccc(Br)cc1)Nc1ccc(NC(=O)c2ccccc2)cc1	-3%	-7%	-7%	-1%	1.1%
COc1ccc(C2CC(c3cccs3)=NN2C(=O)c2ccco2)cc1OC (stereo not drawn)	-5%	.	4%	11%	6.9%
COc1ccc(C(C[N+](=O)[O-])c2c(C)cc3ccccn23)cc1 (stereo not drawn)	12%	5%	?	62%	2.9%
CCOC(=O)c1ccc(Nc2nnc(C(C)(C)C)c(=O)[nH]2)cc1	-2%	12%	-8%	39%	4.4%
O=c1[nH]c(CS(=O)(=O)c2ccccc2)nc2ccccc12	2%	-6%	-1%	6%	1.2%
CNc1ccc2nnc(C(F)(F)C(F)(F)C(F)(F)F)n2n1	13%	5%	1%	-9%	0.5%
O=C(Cn1[nH]c(=O)c2ccccc2c1=O)OCC(=O)N(Cc1ccccc1)Cc1ccccc1	-5%	-5%	-6%	-4%	0.2%
FC(F)(F)c1cccc(CN2CCC(c3cc(-c4cccs4)n[nH]3)CC2)c1	2%	2%	?	?	5.9%
CCOC(=O)/C(C#N)=C1\CC2CCC1(C)C2(C)C (stereo not drawn)	-11%	3%	-10%	19%	0.2%
Cc1nc(SCC(=O)NNC(=O)c2ccc(F)cc2)c2ccccc2n1	.	3%	-2%	11%	i
O=C(NC(=S)Nc1nc(-c2ccccc2)cs1)c1cccnc1	13%	9%	-8%	-18%	1.0%
O=C(CSCc1ccco1)c1ccc(Cl)s1	1%	.	1%	71%	.
CN(C)CCCN(C(=O)c1ccc([N+](=O)[O-])s1)c1nc2cc3c(cc2s1)OCCO3	-13%	-1%	31µM*	?	?
O=C(NCCCN1CCOCC1)c1ccc(/C=C2\Oc3ccccc3N(Cc3ccccc3F)C2=O)cc1	3%	-5%	?	65%	22µM*
Cc1cc(C)c(NC(=O)COC(=O)Cc2ccsc2)c(C)c1	-2%	2%	2%	48%	i
